Screening data as filed in PubChem BioAssay.
Arr AP2 block = inhibitors of human beta-arrestin and AP2 interaction; FITC-arrestin peptide / GST-AP2 beads, flow cytometry; AP2 beta2 appendage carries R879A mutation; inhibition, % at 10 µM; 340,000 compounds, 0.31% hits; AID 504490;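 active means inhibition above a set limit, near 3 SD of compounds lacking own fluorescence, cut at about 54% in these data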;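 further: plate controls were DMSO wells for no effect and 5 µM unlabelled arrestin peptide for full effect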
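Test system: GST-tagged AP2 beta2-adaptin appendage (R879A) on 4 µm glutathione beads; also added: fluorescein-tagged arrestin peptide at 50 nM final; timing: 12 min plus 1 h, RT; signal: flow cytometry, FL1 (488/535 nm); read-out: percent drop in bead-associated FITC signal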
SR-BI uptake up = enhances SR-BI lipid uptake from DiI-HDL; CHO ldlA[mSR-BI] cells, DiI-HDL uptake fluorescence, 3 h; 100 = double the neutral-control signal; activation, % at 12.5 µM; 320,000 compounds, 0.096% hits; AID 504775;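 active means mean replicate activation of at least 60% and every replicate at or above 60%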;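 further: 0% = median plate neutral-control signal and 100% = twice that signal; values of inactives mirror those of a sister screen read the other way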
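Assay system: CHO ldlA[mSR-BI] cells, LDL receptor-null, SR-BI overexpressing; medium: Ham's F12 with 0.5% BSA, HEPES 25 mM, pH 7.4; also added: DiI-HDL 10 µg/mL; timing: 3 h uptake period with compound, 37 °C; signal: DiI fluorescence, bottom read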
SR-BI HDL uptake = mouse SR-BI HDL lipid transfer inhibition. Q61009. 320,000 compounds, 0.96% hits. ldlA[mSR-BI] CHO cells, DiI-HDL uptake fluorescence, 3 h. inhibition, % at 12.5 µM. AID 488896;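 active means mean replicate inhibition of at least 70% and a set share of replicates each scoring 70 or more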;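 further: 0% = median of neutral control wells and 100% = median of positive control wells; values of inactives mirror those of a sister screen read the other way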
Target sequence (Q61009 whole entry, looked up): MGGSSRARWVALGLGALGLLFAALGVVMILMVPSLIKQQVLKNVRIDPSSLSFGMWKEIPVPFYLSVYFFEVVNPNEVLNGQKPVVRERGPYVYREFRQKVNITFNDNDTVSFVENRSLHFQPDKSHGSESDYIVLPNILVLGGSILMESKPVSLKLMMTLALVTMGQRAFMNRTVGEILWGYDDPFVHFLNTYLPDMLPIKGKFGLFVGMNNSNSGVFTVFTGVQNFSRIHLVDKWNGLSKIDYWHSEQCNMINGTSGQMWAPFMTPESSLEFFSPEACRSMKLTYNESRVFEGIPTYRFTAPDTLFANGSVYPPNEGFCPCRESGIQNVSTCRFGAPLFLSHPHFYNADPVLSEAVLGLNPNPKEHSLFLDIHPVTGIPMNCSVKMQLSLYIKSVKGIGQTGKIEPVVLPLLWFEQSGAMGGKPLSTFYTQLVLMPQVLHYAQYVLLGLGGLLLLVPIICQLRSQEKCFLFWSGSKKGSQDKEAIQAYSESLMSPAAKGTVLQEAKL
DAGLB inh = blocks human DAGLB lipase activity. Q8NCG7. HEK293T DAGLB membrane lysate, EnzChek fluorogenic substrate. inhibition, % at 5.17 µM. 340,000 compounds, 0.059% hits. AID 504411; in the data active means inhibition above about 34%;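 further: 0% = enzyme with vehicle and 100% = wells lacking enzyme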
Keap1 Nrf2 FP = disrupts human Keap1 binding to Nrf2 peptide. AID 504523. inhibition, % at 9.4 µM. Q14145. 340,000 compounds, 0.15% hits. Keap1 Kelch-Nrf2 peptide fluorescence polarization, 1536-well; in the data active means inhibition above about 12%;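 further: human Keap1 Kelch domain with fluorescein labeled Nrf2 9mer peptide probe; 0% = neutral control wells and 100% = peptide positive control; higher means more block of Keap1 binding to Nrf2 peptide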
Cardiac RTF inh = cardiac RTF calcium desensitization | AID 493244 | IANBD-labeled cardiac RTF, Ca2+ fluorescence | inhibition, % at 7.15 µM | 340,000 compounds, 0.12% hits | P19429+P45379;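 active means inhibition above the mean inhibition of all tested compounds plus 3 SD, cut at about 17% in these data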;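 further: assay run at fixed EC70 calcium of 1.6 mM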
NSD2 HMT inh = inhibitors of human histone methyltransferase NSD2; O96028; NSD2 peptide methylation, AlphaScreen, 120 min; inhibition, % at 12.5 µM; 310,000 compounds, 0.54% hits; in the data active means inhibition above about 50%
LANA DNA inh = KSHV C-LANA DNA binding inhibition | MBP-C-LANA/FAM-LBS DNA binding, fluorescence polarization | inhibition, % at 9 µM | 340,000 compounds, 0.078% hits | AID 504423;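 active means highest replicate inhibition at or above 60% at 9 µM, even if other replicates fall short; inactive means all replicates below 60% inhibition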;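 further: 0% = neutral control wells and 100% = 4 µM acridine orange control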
PvdQ acylase = blocks Pseudomonas aeruginosa PvdQ acylase activity; purified PvdQ acylase, fluorescence plate reader; inhibition, % at 10 µM; 340,000 compounds, 0.063% hits; AID 488965; in the data active means inhibition above about 30%, passing the limit was not always enough;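 further: 0% = vehicle neutral wells and 100% = reference inhibitor wells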
PKA-R2B activ = PKA-R2B complex activation | P22694+P31323 | PKA-R2B holoenzyme dissociation, Cy5-IP20 fluorescence polarization; R2B truncated from residue 108, S112A mutant; 0% DMSO only, 100% 113 µM cGMP | activation, % at 11.4 µM | 340,000 compounds, 0.079% hits | AID 504700;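 active means activation above a cutoff set at the mean over all compounds plus 3 SD, cut at about 18% in these data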;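 further: higher means more holoenzyme dissociation and a rise in polarization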
Target sequence (P31323 whole entry, looked up, other chains not shown, the tested form may be a part): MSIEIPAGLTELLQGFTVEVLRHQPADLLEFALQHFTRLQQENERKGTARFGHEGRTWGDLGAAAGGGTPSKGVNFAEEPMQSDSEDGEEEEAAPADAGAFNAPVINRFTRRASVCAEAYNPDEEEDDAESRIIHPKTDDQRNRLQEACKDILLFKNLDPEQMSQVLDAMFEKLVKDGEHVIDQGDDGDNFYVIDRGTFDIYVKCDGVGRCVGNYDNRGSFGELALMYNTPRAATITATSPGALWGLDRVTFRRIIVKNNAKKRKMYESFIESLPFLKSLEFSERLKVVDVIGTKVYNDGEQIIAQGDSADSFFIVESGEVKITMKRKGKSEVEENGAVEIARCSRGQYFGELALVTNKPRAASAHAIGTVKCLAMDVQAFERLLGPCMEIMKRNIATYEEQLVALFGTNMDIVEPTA
* = called active by the depositor; . = no result given; & = joins results of further samples.

Each structure is followed by: PvdQ acylase	Arr AP2 block	SR-BI HDL uptake	LANA DNA inh	NSD2 HMT inh	SR-BI uptake up	DAGLB inh	PKA-R2B activ	Keap1 Nrf2 FP	Cardiac RTF inh
NNC(=O)C1C(O)CCC2CN3CCc4c([nH]c5ccccc45)C3CC21 (configuration not stated)
  -1	-1	-20	45	-23	20	1	-9	8	-4
O=C(c1ccc2c3c(cccc13)CC2)C1CCCN(C(=O)c2ccc(=O)[nH]c2)C1 (configuration not stated)
  3	17	22	2.0	14	-22	4	-4	-2	-18
COc1ccc(NS(=O)(=O)c2ccc(NC(=S)NC(=O)C(C)C)cc2)cc1
  -13	-4	-21	-1.3	1	21	-3	-7	-4	0
Cc1ccccc1CNS(=O)(=O)c1ccccc1[N+](=O)[O-]
  -7	-11	-7	-0.6	2	7	.	.	-4	.
O=c1[nH]n(-c2ccccc2)c(=O)c(Cl)c1Cl
  7	9	14	1.1	8	-14	-3	12	-8	-11
Cc1ccc(N=Cc2ccc(N(C)C)cc2)cc1C
  -16	-1	-10	-0.7	1	10	-2	-5	0	-6
CCN(CC)c1ccc(NC(=S)NC(=O)Cc2ccccc2)cc1
  2	47	1	1.9	3	-1	-12	-9	-2	8
NC(=O)C1(S(=O)(=O)c2ccccc2)CCCCC1
  -20	-2	2	3.8	1	-2	3	-4	-1	-2
Cc1cc(C(C)(C)C)oc1C(=O)N(CC(=O)NC1CCCC1)c1c(C)cccc1C
  -2	-7	-2	-0.5	-3	2	-18	-9	-2	2
Cc1nn(C)c(C)c1NC(=O)CSc1nnc(C)n1-c1ccccc1
  -8	8	-15	4.4	-5	15	-3	9	0	-10
O=C(NCCN1Cc2ccccc2C1=O)c1cccs1
  6	3	5	1.2	10	-5	-4	-16	-6	-7
NC(=NCCc1ccccc1)NS(=O)(=O)c1ccc2ccccc2c1
  -3	-8	5	-1.6	-1	-5	1	0	4	-4
COc1ccc(CC(=O)Nc2cc(C)ccn2)cc1
  -7	5	0	-1.4	3	0	1	4	-3	-4
O=C(Nc1ccc(-c2nnc(-c3ccccc3)o2)cc1)C(F)(F)F
  3	19	8	-1.3	-4	-8	-1	-11	-1	-2
O=C(c1cc(C2CC2)nn1-c1ccccc1)N1CCN(Cc2c(F)cccc2Cl)CC1
  2	-7	-3	1.5	0	3	-9	5	-2	3
C=CCc1ccccc1OCC(O)CN1CCN(c2ccccc2OC)CC1 (configuration not stated)
  -9	2	26	1.2	6&11	-26	-9&-7	1&1	-4	-5
Cc1nc(S(=O)(=O)Cc2ccc(Cl)cc2)nc2c1CCC2
  -7	13	-12	-0.8	0	12	-2	9	0	-6
CC(C)Sc1snnc1-c1ccccc1
  4	1	10	-0.8	0	-10	-15	0	-1	-5
O=C(Nc1nnc(SCc2cccc3ccccc23)s1)C1COc2ccccc2O1 (configuration not stated)
  -8	-3	-1	0.7	63*	1	4	-2	-1	4
CN1/C(=C/C2CC(=O)N(c3cccc4ccccc34)C2=O)C(C)(C)c2ccccc21 (configuration not stated)
  -15	-5	9	-1.3	-3	-9	3	-3	-6	-14
COC(=O)C1=C(C)N(C)C(=S)N(C)C1c1ccc(OC)cc1 (configuration not stated)
  -4	-11	14	-0.8	-9	-14	0	5	0	1
CC(C)c1cc(C(=O)OCC(=O)NC(=O)NCc2ccco2)c(O)c(C(C)C)c1
  -7	19	14	0.5	-5	-14	0	-2	-1	-15
C=CCN1CC2CC3(COc4cc(C)cc(C)c4)C=CC2(O3)C1=O (configuration not stated)
  -3	13	10	-0.3	-1	-10	0	-3	3	-20
C/C(CCc1ccc2c(c1)OCO2)=N\N=C(/N)SC1CC(=O)N(c2ccccc2F)C1=O (configuration not stated)
  -22	-5	68	1.0	2	-68	1	-3	-2	-6
CCCn1c(SCC(=O)Nc2ccccc2-c2ccccc2)nnc1-c1ccoc1C
  -19	7	29	0.6	5	-29	-4	7	-2	-7
CCOc1ccc(CNc2ccc(N3CCOCC3)c(C(=O)O)c2)cc1
  -25	9	-9	1.0	0	9	3	-5	-4	-13
O=C(CC1CCCC1)N1CCN(S(=O)(=O)c2ccc(F)cc2)CC1
  -13	-11	-1	-1.8	-5	1	0	3	-1	-8
O=C(COC(=O)CSc1ccc(F)cc1)NC1CCCCCC1
  -8	-1	-18	-1.1	0	18	-5	5	1	-3
CCC1(C)N([O-])C(C)=C(c2ccccc2)[N+]1=O (configuration not stated)
  -12	31	-5	1.1	-1	5	1	0	1	3
O=C(Oc1ccccc1C(=O)N1CCOCC1)c1ccc(Br)cc1
  -18	3	-11	1.0	-2	11	-1	-3	-3	-9

Next part; it opens with the 2 that closed the last part.
Each structure is followed by: PvdQ acylase	Arr AP2 block	SR-BI HDL uptake	LANA DNA inh	NSD2 HMT inh	SR-BI uptake up	DAGLB inh	PKA-R2B activ	Keap1 Nrf2 FP	Cardiac RTF inh
CCC1(C)N([O-])C(C)=C(c2ccccc2)[N+]1=O (configuration not stated)
  -12	31	-5	1.1	-1	5	1	0	1	3
O=C(Oc1ccccc1C(=O)N1CCOCC1)c1ccc(Br)cc1
  -18	3	-11	1.0	-2	11	-1	-3	-3	-9
COc1ccc(N2C(=O)[C@@H]3[C@H](C2=O)[C@H]2c4ccccc4C=CN2[C@@H]3C(=O)Nc2ccccc2)cc1
  -4	19	17	-3.0	-2	-17	-9	8	-20	-45
N=c1sccn1CC(=O)Nc1cccc(Oc2ccccc2)c1
  -38	0	-23	0.8	-4	23	-2	-7	-5	-1
COc1ccc(C(=O)Nc2ccccc2C(=O)NCc2ccco2)cc1OC
  1	23	37	-1.4	4	-37	0	4	-1	-12
O=C1CSC(c2ccc(Cl)cc2)N1C1CCCCC1 (configuration not stated)
  4	-4	-4	-0.6	15	4	-3	-8	-3	1
Cc1cn(C2CC3OCC3O2)c(=O)[nH]c1=O (configuration not stated)
  -23	-9	22	-0.5	-1	-22	-2	-4	-5	-5
CCOc1ccc(N(C)C(=O)CCc2nnc3ccc(N4CCCC4)nn23)cc1
  17	-5	-10	-1.3	0	10	2	-9	3	2
CCOc1cc(C(=O)N(C)CC(=O)Nc2cccc3ccccc23)ccc1OC
  -14	-7	3	-0.3	0	-3	-2	-8	1	-10
CCN(CC(=O)NC(C)C)Cc1nc2c(Br)cc(Br)cc2c(=O)[nH]1
  -5	9	.	-1.1	0	.	5	0	-8	-4
COc1ccc(C(=O)Nc2ccc([N+](=O)[O-])cn2)c(OC)c1
  -13	-17	13	-1.2	-2	-13	-1	5	0	-5
CCN(CC(=O)Nc1ccc(OC)cc1)C(=O)c1cc(S(=O)(=O)N2CCOCC2)ccc1N1CCCC1
  -2	32	10	1.5	-1	-10	-1	-17	-1	-4
Cn1c(N)c(C(=O)COC(=O)c2ccc3ccccc3c2)c(=O)n(C)c1=O
  3	8	22	-3.3	7	-22	1	-3	2	-9
O=C(COC(=O)Cc1c(F)cccc1Cl)NCCC1=CCCCC1
  -18	0	2	-0.1	-3	-2	5	2	-4	-17
O=C(O)c1cc(Cl)c(Cl)cc1C(=O)Nc1cccc2cccnc12
  -11	-3	-28	-1.3	10	28	1	-8	-5	-7
Cc1ccc(-c2noc(CN3CCOCC3)n2)cc1
  -14	1	-36	-0.5	-4	36	-3	-6	5	-15
S=P(N1CC1)(N1CC1)N1CC1
  10	1	-13	-1.9	.	13	1	6	-2	1
Cc1nnsc1C(=O)N1CCN(c2ccc(F)cc2)CC1
  -17	-3	-18	11	-2	18	1	0	14*	5
N#C/C(C(=O)NCc1ccco1)=C1/SC=C(c2ccccc2)N1c1ccccc1
  -10	-5	-2	0.6	-2	2	3	3	-2	-6
O=C(OCCN1C(=O)c2cccc3c(N4CCOCC4)ccc(c23)C1=O)c1ccccc1Cl
  12	2	-25	48	-11	25	-15	4	55*	-95
Cc1c(/C=C2\SC(=O)N(CC(=O)Nc3ccc4c(c3)OCO4)C2=O)c2ccccc2n1C
  -16	1	0	1.8	0	0	6	-4	3	-1
Cc1cccc(-n2cc(CN(C)Cc3nccn3C)c(-c3cccc(F)c3)n2)c1
  -4	5	28	-0.4	4	-28	-2	11	0	4
CC1C=CCC2C(=O)N(c3ccc(OC(=O)c4cccs4)cc3)C(=O)C12 (configuration not stated)
  1	.	-8	0.0	1	8	-2	-11	-10	1
CC(C)c1cc(C(=O)NC2CCCCC2)no1
  -9	4	-17	-1.5	1	17	1	0	0	-5
O=C(CSc1nnc(-c2ccccc2NC(=O)c2ccccc2)o1)OC1CCCCC1
  -2	15	-27	-0.7	-1	27	1	2	-2	-3
Cc1ccc(C(C(=O)NCc2ccco2)N(Cc2ccco2)C(=O)CNC(=O)c2ccco2)cc1 (configuration not stated)
  3	21	8	-0.5	0	-8	-2	-6	-2	-17
C[C@H]1COC(=O)[C@@H](CC(=O)OC(C)(C)C)C/C=C\C[C@@H](CC(=O)N[C@H](CO)Cc2ccccc2)C(=O)N1
  -8	-5	10	-2.4	.	-10	1	-7	-5	-6
CCCCN1C(=O)C(=O)N(CC(=O)Nc2sc(C)c(CC)c2C(=O)OCC)C1=O
  -9	-9	-7	0.4	-8	7	-6	1	-4	4
Cc1ccc(S(=O)(=O)N2CCCC2C(=O)NC2CCCCC2)cc1 (configuration not stated)
  -5	2	-4	-0.3	-1	4	0	6	4	-12
CC1(C)C(CC2OCC(CN3CCCCC3)O2)[C@H]2CC[C@@H]1C2 (some centres not stated)
  -9	-6	-16	-0.6	0	16	-1	-3	-2	-1
CCN(CC)C(=O)CS(=O)(=O)CC(=O)Nc1cc(OCCOC)c(Cl)cc1Cl
  -4	1	35	-1.8	-1	-35	0	1	-2	-8
CCOc1ccc(C(=O)N/N=C/c2ccc(SC)cc2)cc1
  -6	-2	2	-0.9	-2	-2	-2	-18	4	-4
Nc1ccc(-c2nc3c(Cl)cc(N)cc3[nH]2)cc1
  7	40	-11	0.1	6	11	1	2	-2	-8
CC(=O)c1ccc(-c2c(C)cc3oc(=O)cc(-c4ccccc4)c3c2C)cc1
  -11	-2	56	-1.8	.	-56	-8	-2	-12	-4
NC(=O)c1ccccc1NS(=O)(=O)c1cccs1
  0	25	-22	3.6	-3	22	3	12	8	-8
O=C(COC(=O)Cc1ccc(F)cc1)NC1CCS(=O)(=O)C1 (configuration not stated)
  -3	20	-11	1.7	0	11	-2	-20	0	-3
Cc1ccc(C)c(NC(=O)c2cc(-c3cc(C)ccc3O)n[nH]2)c1
  -17	-5	22	0.7	-1	-22	-1	7	-2	1
COc1ccccc1NC(=S)N(CCCN(C)C)Cc1cc2cc3c(cc2[nH]c1=O)OCO3
  -11	4	-21	0.5	5	21	0	-7	-6	-5
